Source: PubChem BioAssay
Yfh1-depleted yeast – mitochondrial function rescue without frataxin homolog – Friedreich's ataxia, plus single-dose screen, dose response (AID 1465); S. cerevisiae Yfh1-off respiration, WST-1 reduction, 72 h; higher fold induction means a stronger effect; one-dose fold induction at 50 µM; EC50 in µM for titrated hits; 220,000 compounds, 0.074% hits;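 active = fold induction of absorbance versus untreated yeast above a set limit, then at least 30% activation at any dose in follow-up; inconclusive = repeats straddling the limit, or above it without dose testing; inactive = fold induction below the set limit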;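 note: activators that raise dye reduction in frataxin-depleted yeast; strong numbers were not always called active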
Lipid droplet – modulators of hepatic lipid droplet formation; AML12 mouse hepatocytes, oleate lipid droplets, BODIPY imaging; inhibition, % at 6.5 µM; 240,000 compounds, 0.4% hits;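 active = lipid droplet intensity inhibited by at least 50%, with more than 500 cells counted; inconclusive = wells with under 300 cells, treated as cytotoxic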
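material = mouse AML12 hepatocyte cell line, fixed after treatment | also added = 100 µM oleic acid challenge | doses = compound at 6.5 µM only | schedule = overnight exposure | technique = Image-based BODIPY and DAPI two-channel analysis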
WT yeast gro inh – growth inhibition of WT yeast, mitochondrial fusion screen; mitochondrial fusion phenotypic screen, WT strain; inhibition, % at 10 µM; 190,000 compounds, 2.1% hits; in the data active = inhibition above about 58%; tested in S. cerevisiae
Insulin prom up – MIN6 insulin promoter up-regulation | z-score at 5 µM | 190,000 compounds, 0.3% hits | MIN6 insulin promoter-GFP reporter, high-content imaging; active compounds read high;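 active = z-score above 3 at 5 µM with at least 500 cells counted in the well; inconclusive = wells under 500 cells, flagged as cytotoxic or low count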
Autophagy HCS – autophagy modulation, high-content screen | MEF GFP-LC3 puncta imaging; test concentration mostly 10 µM | calls only at 10 µM (by protocol) | 190,000 compounds, 0.98% hits | AID 463193;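 active = percentage of spot-positive cells more than 3 SD above its plate mean, without a fluorescence outlier flag or 80% toxicity; inconclusive = no clear call, values can overlap the other calls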;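 note: spot-positive cell cutoff set from DMSO-treated cells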
bCat nuc transl – modulators of beta-catenin nuclear translocation; HeLa beta-catenin nuclear translocation, immunofluorescence imaging; nuclear translocation activity, % at 5 µM; 190,000 compounds, 0.3% hits; AID 1665;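 active = nuclear translocation activity above 50% at 5 µM, with a well cell count of 50 or more; inconclusive = wells under 50 cells across six images, flagged as toxic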;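 note: per-cell ratio of nuclear to cytoplasmic median beta-catenin stain intensity; plate controls were DMSO negative control for no effect and GSK-3 inhibitor IX positive control for full effect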
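Test system: human HeLa cell line; Doses: 5 µM primary, 0.02–20 µM confirmation; Incubation: 24 h compound exposure, 37°C; Detection: beta-catenin immunofluorescence imaging with DAPI; Read-out: beta-catenin nuclear/cytoplasmic ratio, % activation.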
HEK293 NOD2/NF-kB – NOD2 signaling inhibitors, cell-based, luminescence, uHTS, HEK293 (AID 1566) | HEK293 NOD2/NF-kB luciferase reporter, luminescence; higher % means a stronger effect | one-dose inhibition, % at 4 µM; EC50 in µM for titrated hits | 290,000 compounds, 0.63% hits; in the data active = inhibition above about 50%; note: many of its hits are not listed in these tables
MT stabilizer – stabilizes microtubules in HeLa cells | HeLa tubulin immunostaining HCS, 24 h; share of cells brighter than vehicle mean+2SD | % tubulin-high responders, % at 10 µM | 200,000 compounds, 0.83% hits | AID 2205;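 active = plate Z-score above 3 for both tubulin-high and condensed-nucleus cell shares, with cell loss under 80%, at 10 µM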;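 note: anti alpha tubulin signal scored within the nucleus-defined area of each cell; some results filed as inactive read as strong as hits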
Dynein transport – blocks dynein driven cargo transport along microtubules. 3617.4 mouse cells, GR-EGFP nuclear translocation imaging; test concentration mostly 20 µM; stimulated with dexamethasone, 1 µM; active compounds read low. z-score, hits read low. 220,000 compounds, 0.47% hits;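 active = plate z-score of nuclear minus cytoplasmic receptor signal below a set negative limit, without overly bright fluorescence or cell loss, cut at about -3.5 in these data, passing the limit was not always enough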;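 note: z-score of nuclear minus cytoplasmic ring GR-EGFP intensity difference per well; some compounds called inactive have numbers as strong as hits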
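Also added: dexamethasone, 1.0 µM final. Medium: tet-free, stripped-serum medium. Detection: fixed, Hoechst-stained cells imaged at 10x for EGFP. Read-out: nuclear-to-cytoplasmic GR-EGFP distribution per well. Times: induction 48 h, compound 1 h, agonist 30 min.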
WT yeast gro inh mutant strain – recorded beside WT yeast gro inh, whose call it bears; inhibition, %; mitochondrial fusion phenotypic screen, mutant strain inhibition
Dynein transport cytoplasmic EGFP – recorded beside Dynein transport, whose call it bears; z-score; measured here: cytoplasmic GR-EGFP intensity; active compounds read high
Dynein transport nuclear GR-EGFP – also measured in Dynein transport; calls as there; z-score; measured here: nuclear GR-EGFP intensity;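 lower value marks the stronger effect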
Dynein transport cell count – further read-out of Dynein transport, marked with its call; z-score; measured here: cell count per field
Insulin prom up cell count – further read-out of Insulin prom up, marked with its call; cell count; measured here: cytotoxicity, nuclei count;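 total cells summed across four imaged fields per well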
Lipid droplet cells 6.5 µM – recorded beside Lipid droplet, whose call it bears; cell count; measured here: cell count, cytotoxicity flag;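 cells counted across two imaged fields per well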
bCat nuc transl cell count 5 µM – also measured in bCat nuc transl; calls as there; cell count; measured here: cell count, cytotoxicity flag
MT stabilizer Hoechst-high % – further read-out of MT stabilizer, marked with its call; % Hoechst-high responders; measured here: nuclear condensation Hoechst responders;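 share of cells brighter than vehicle mean plus two SD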
MT stabilizer cytotoxicity % – further read-out of MT stabilizer, marked with its call; toxicity, %; measured here: cytotoxicity by cell density;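 0% = mean cell density of plate MIN control wells and 100% = no cells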
Autophagy HCS cell loss 18 h – second read-out of Autophagy HCS, no call of its own (marks repeat the call); toxicity, %; measured here: cell loss, nuclei count;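 cell loss after 18 h compound exposure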
Active calls of the source: *; i = inactive; u = inconclusive; x = not tested or not shown. This is a subset, so the mix of outcomes need not match the whole.

Structure	Yfh1-depleted yeast	Lipid droplet	Lipid droplet cells 6.5 µM	WT yeast gro inh	WT yeast gro inh mutant strain	Insulin prom up	Insulin prom up cell count	Autophagy HCS	Autophagy HCS cell loss 18 h	bCat nuc transl	bCat nuc transl cell count 5 µM	HEK293 NOD2/NF-kB	MT stabilizer	MT stabilizer Hoechst-high %	MT stabilizer cytotoxicity %	Dynein transport	Dynein transport cytoplasmic EGFP	Dynein transport nuclear GR-EGFP	Dynein transport cell count
Cc1ncoc1C(=O)N1CCc2c([nH]c3ccccc23)C1C1CCCCC1 (stereo not drawn)	i	0.9	684	21.9	29.2	-0.26	1400	i	-28.9	0.1	1033	-49.5%	3.4	1.6	2.2	-0.58	-0.233	-0.101	-0.00486
COc1ccc(CNC(=O)CSc2nnnn2-c2ccccc2)cc1	i	x	x	-37.4	-3.2	x	x	i	-1.9	-1.6	898	-24.3%	3.6	2.4	6.0	-0.826	-0.196	0.126	0.698
COc1ccc(S(=O)(=O)N(C)CC(=O)N2CCC(C(N)=O)CC2)cc1Cl	i	-5.4	793	13.1	12.9	1.67	1269	i	-13.9	-0.6	957	-8.5%	2.3	2.1	7.8	-0.0899	-0.27	0.601	-0.337
CC1CCCCN1S(=O)(=O)c1ccc2c(c1)oc(=O)n2CC(=O)O (stereo not drawn)	i	x	x	-5.2	-3.9	1.43	1238	i	15.0	3.7	1500	13.9%	8.2	1.7	5.3	0.378	-0.27	0.36	-0.562
COc1ccc(C(=O)N(CCCO)Cc2cc3c(C)ccc(C)c3[nH]c2=O)cc1OC	i	12.2	572	3.7	11.2	1.11	1767	i	1.5	-1.3	1051	5.9%	1.7	1.8	8.9	-1.35	-0.117	-0.454	1.06
CCN(CC)S(=O)(=O)c1ccc(Cl)c(NC(=O)c2cc(Cl)cc(Cl)c2)c1	i	-46.9	561	-9.0	-16.3	x	x	i	-8.8	-0.6	902	4.4%	1.8	4.0	12.8	-0.158	-0.175	-0.192	0.742
O=C(Nc1ccccc1C(=O)N1CCN(Cc2ccccc2)CC1)c1ccccn1	i	x	x	8.1	-9.4	0.72	1127	i	15.3	-8.8	981	7.1%	3.5	1.4	9.5	1.92	-0.0774	1.12	-1.78
CN(CC(=O)NCc1cccnc1)S(=O)(=O)c1ccccc1	i	-1.2	582	x	x	-0.3	1094	x	x	-0.2	1327	5.9%	x	x	x	0.625	-0.238	0.872	-1.48
COc1cc(/C=N/NC(=O)C(C)Nc2n[nH]c(=O)[nH]c2=O)cc(OC)c1O (stereo not drawn)	i	9.7	653	-4.2	10.3	-0.08	1364	i	2.1	0.1	1103	-13.5%	6.2	1.1	13.6	-0.135	-0.204	-0.0448	-0.187
C=C(C)COc1ccc(-c2nc(N)ncc2Oc2ccccc2OCC)c(O)c1	i	5.4	711	2.8	4.3	-0.94	1212	i	-8.6	x	x	12.7%	3.3	2.6	8.1	i	x	x	-4.95
Cc1ccc(SCCC(=O)OC(C(=O)NC(N)=O)C(C)C)cc1 (stereo not drawn)	i	12.4	721	-4.9	0.1	x	x	i	16.5	-1.7	1103	2.6%	2.7	2.3	5.6	0.581	-0.267	0.21	0.317
Oc1ccc(C2C(c3ccccc3)=NN=C(c3ccccc3F)N2O)c(O)c1 (stereo not drawn)	i	-11.9	749	20.8	22.6	0.03	1292	i	-6.9	x	x	-16.3%	4.4	3.4	4.0	0.309	-0.301	-0.00926	-0.358
C/C(=N\NC(=O)c1ccc2nc[nH]c2c1)c1ccc([N+](=O)[O-])cc1	i	10.5	717	x	x	1.03	928	x	x	0.4	1301	-24.0%	x	x	x	2.72	0.0232	1.96	-2.54
CCCCOc1ccc(/C=N/NC(=S)Nc2cc(C)ccc2C)cc1	i	-1.0	789	11.9	-5.1	0.46	1035	i	-13.7	-6.1	1038	-1.4%	2.3	1.7	6.4	-1.25	-0.288	-0.382	1.49
O=C(COC(=O)Cn1cnc2ccccc21)Nc1cccc(S(=O)(=O)N2CCOCC2)c1	i	3.5	701	-0.1	1.2	-0.49	1253	i	-39.1	0.5	1116	22.0%	1.4	2.1	8.2	0.171	-0.235	0.214	0.34

Later entries.
Structure	Yfh1-depleted yeast	Lipid droplet	Lipid droplet cells 6.5 µM	WT yeast gro inh	WT yeast gro inh mutant strain	Insulin prom up	Insulin prom up cell count	Autophagy HCS	Autophagy HCS cell loss 18 h	bCat nuc transl	bCat nuc transl cell count 5 µM	HEK293 NOD2/NF-kB	MT stabilizer	MT stabilizer Hoechst-high %	MT stabilizer cytotoxicity %	Dynein transport	Dynein transport cytoplasmic EGFP	Dynein transport nuclear GR-EGFP	Dynein transport cell count
O=C(Nc1ccc(N2CCN(c3ccc(O)cc3)CC2)cc1)Oc1ccccc1	i	2.4	764	28.9	0.3	-0.31	1267	i	11.5	2.6	1029	-44.0%	17.9*	11.7*	16.0*	1.04	-0.254	0.52	0.247
CC(C)Cn1c(N)c(C(=O)COC(=O)C2CCCCC2)c(=O)n(C)c1=O	i	x	x	5.8	9.0	u	x	i	3.5	-3.8	701	17.3%	2.8	2.0	7.8	0.307	-0.187	0.599	-0.0942
COc1ccc(C2CC(c3ccccc3)Nc3nc(NC(=O)c4ccco4)nn32)cc1 (stereo not drawn)	i	x	x	-3.4	2.4	-0.45	854	i	12.6	0.2	1167	0.0%	6.6	4.3	1.4	-1.24	-0.0776	-0.365	0.392
O=C(Nc1ccc(-c2csnn2)cc1)C1CC1	i	4.0	777	x	x	0.67	1131	x	x	1.5	901	5.3%	x	x	x	0.41	-0.241	0.123	-0.0146
CN(C)C(=O)CSc1nc(-c2ccccc2)nc2c1CCCC2	i	-5.9	735	-20.3	-9.6	x	x	i	-12.3	x	x	16.1%	4.4	4.0	6.7	-2.23	-0.0157	-1.19	0.665
C=CCn1c(SCC(=O)Nc2cc(NC(C)=O)ccc2OC)nnc1-c1ccccn1	i	x	x	15.2	18.4	x	x	i	-8.1	-2.0	982	0.1%	5.7	3.6	6.6	-0.535	-0.211	-0.029	-0.0716
O=C(CNCc1ccncc1)Nc1cc(S(=O)(=O)N2CCCCC2)ccc1Cl	i	13.1	703	-11.2	4.8	0.01	1312	i	4.5	-5.5	1207	21.6%	5.4	2.4	7.9	-0.397	1.51	0.368	-0.039
COCCNC(=S)N/N=C/c1c(C)[nH]c2ccccc12	i	30.6	574	6.6	-5.7	x	x	i	-8.7	0.6	905	18.4%	2.2	3.8	3.9	0.28	-0.149	0.275	-0.0124
Cc1cc(NC(=O)CN2C(=O)C3CC=CCC3C2=O)no1 (stereo not drawn)	i	6.0	787	-2.3	10.7	1	1317	i	12.7	-0.7	1162	-10.3%	1.7	2.5	6.2	0.0791	-0.167	0.354	-0.199
Nc1[nH]nc2c1NN(c1ccc(Cl)cc1Cl)N2	i	16.9	594	-3.4	-1.1	-0.49	1117	i	1.8	6.6	263	7.5%	6.9	3.5	4.4	-1.35	-0.278	-0.916	0.707
Cc1ccc2nc(-c3ccccc3)c(CC(=O)O)c(C(=O)O)c2c1	i	1.5	688	-3.1	-2.0	0.15	1512	i	1.3	-4.4	1135	10.2%	1.7	1.8	6.2	-0.469	-0.346	0.0812	0.191
O=C(/C=C\c1ccc(-c2cccc([N+](=O)[O-])c2)o1)N1CCOCC1	i	-9.0	738	3.8	5.0	0.29	1366	i	-5.4	4.1	982	-43.5%	2.2	1.6	8.3	-1.43	0.858	-0.449	1.39
COC(=O)c1ccccc1NC(=S)N(Cc1ccc2c(c1)OCO2)Cc1cc2cc(C)ccc2[nH]c1=O	i	-15.5	545	24.8	11.0	-0.4	1379	i	14.2	2.1	1095	-4.0%	2.1	2.1	15.2	0.869	-0.221	0.861	-1.31
CCN1CCN(CCCCOc2ccccc2F)CC1	i	0.3	728	-12.1	17.8	-0.04	896	i	-0.1	x	x	11.6%	1.8	1.8	14.0	0.0718	0.0613	-0.154	0.283
COc1ccc(N2CCN(C(=O)CSc3nnc(NC(=O)C4CC4)s3)CC2)cc1	i	-0.5	712	8.2	10.4	-0.99	1589	i	5.6	-1.1	974	20.4%	1.1	1.7	3.1	0.763	-0.166	0.215	-0.695

(list continues)
Structure	Yfh1-depleted yeast	Lipid droplet	Lipid droplet cells 6.5 µM	WT yeast gro inh	WT yeast gro inh mutant strain	Insulin prom up	Insulin prom up cell count	Autophagy HCS	Autophagy HCS cell loss 18 h	bCat nuc transl	bCat nuc transl cell count 5 µM	HEK293 NOD2/NF-kB	MT stabilizer	MT stabilizer Hoechst-high %	MT stabilizer cytotoxicity %	Dynein transport	Dynein transport cytoplasmic EGFP	Dynein transport nuclear GR-EGFP	Dynein transport cell count
COc1ccc2nc(NC(=O)CCn3cccc3)sc2c1	i	x	x	-11.6	-11.9	0.97	1457	i	2.7	0.3	886	-42.3%	4.4	2.2	1.1	0.189	-0.235	0.658	-0.607
COc1ccc(NC(=S)N(CCCN2CCOCC2)Cc2cn(C)c3ccccc23)cc1OC	i	-8.3	611	-8.9	-6.9	-0.35	1383	i	17.3	-0.5	1097	12.4%	3.2	3.0	11.0	-0.784	-0.23	0.115	0.855
O=C(NCCCn1ccnc1)Nc1cccc2ccccc12	i	-1.8	738	-10.7	-4.7	-0.18	1137	i	-7.4	-2.3	1264	4.4%	2.3	1.8	2.0	1.45	-0.0963	0.759	-0.0333
COc1ccc(C(=O)CSc2nnc(CNC(=O)c3ccc(OC)cc3)n2C)cc1	i	-3.2	710	-3.7	-7.8	x	x	i	5.5	x	x	4.8%	3.2	1.6	0.5	1.42	-0.134	0.724	-0.768
